Source: PubChem (several laboratories)
UBC9 SUMO inh: blocks human SUMOylation mediated by UBC9. P63279. HTRF SUMOylation assay, SAE1/SAE2 + UBC9, in vitro. inhibition, % at 35 µM. 0.36% of 290,000 active. AID 2006; in the data active = inhibition above about 50%, passing the limit was not always enough; note: strong numbers were not always called active
IMP-1 inh: blocks Pseudomonas aeruginosa IMP-1 metallo-beta-lactamase; purified IMP-1, nitrocefin hydrolysis, epi-absorbance fluorescence; inhibition, % at 5.6 µM; 0.45% of 290,000 active; AID 1556;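 active = inhibition above the mean plus 3 SD of all compounds in the same screening run, cut at about 4.5% in these data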;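 note: 0% = IMP-1 with DMSO and 100% = DMSO wells lacking enzyme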
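System: Purified recombinant IMP-1 metallo-beta-lactamase enzyme | Measured by: Fluorescence quenching readout, ex 480/em 530 nm | Replication: Singlicate | Incubation: 15 min preincubation plus 25 min reaction at 25 °C | Evaluation: Percent inhibition from optical density relative to buffer-blank wells | Benchmarks: DMSO with and without IMP-1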
DNA FID counter: counter-screen for HCV NS3 helicase inhibitors: DNA intercalator displacement | DNA fluorescent intercalator displacement, fluorescence | inhibition, % at 7.9 µM | 0.17% of 290,000 active | AID 1845; in the data active = inhibition above about 37%;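 note: 0% = vehicle and 100% = reference compound; higher means more ethidium bromide displaced from hairpin DNA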
PHOSPHO1 block: inhibitors of human PHOSPHO1 phosphatase | Q8TCT1 | recombinant PHOSPHO1, absorbance phosphatase assay | inhibition, % at 13.3 µM | 1.1% of 290,000 active; in the data active = inhibition above about 60%
HCV NS3 hel inh: HCV NS3 helicase inhibition; NS3 helicase DNA unwinding, Cy5 molecular beacon fluorescence; inhibition, % at 10.9 µM; 0.56% of 290,000 active; AID 1800;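 active = inhibition above the mean of all tested compounds plus 3 SD, set per campaign, cut at about 35% in these data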;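 note: 0% = DMSO wells and 100% = thioflavine S control wells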
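Measured by: Cy5 fluorescence, 0 and 60 min reads / Assay system: NS3 helicase fragment of HCV / Control set: low DMSO, high thioflavine S at 110 µM / Times: 1 h reaction at 25 °C, ATP-initiated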
MEKK3 PB1 HTS: MEKK3-MEK5 PB1 interaction, increase or decrease; Q99759; 1.4% of 290,000 active; bead-based flow cytometry, Alexa488-MEK5 binding to MEKK3; actives lie on both sides; 0 = blocked by unlabeled MEK5, 100 = vehicle; binding response (% of control), % at 10 µM; AID 1529;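 active = binding response more than 3 SD above or below the average of its plate-row segment, actives on both sides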;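 note: Alexa488 bead fluorescence after subtracting the streptavidin-only scavenger bead signal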
pCIP destab: lowers stability of the mouse p/CIP coactivator protein; Q05BA5; F442A p/CIP-EGFP cells, EGFP fluorescence, 16 h; decrease of EGFP signal, % at 10 µM; 0.01% of 290,000 active; AID 1984;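 active = EGFP signal decrease of at least 30% at 10 µM or well 3 SD below plate mean, unless failing retest; inactive = the rest, including hits failing retest or dose response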; note: some compounds called inactive have numbers as strong as hits; many of its hits are not listed in these tables
Target sequence (Q05BA5 1-1403): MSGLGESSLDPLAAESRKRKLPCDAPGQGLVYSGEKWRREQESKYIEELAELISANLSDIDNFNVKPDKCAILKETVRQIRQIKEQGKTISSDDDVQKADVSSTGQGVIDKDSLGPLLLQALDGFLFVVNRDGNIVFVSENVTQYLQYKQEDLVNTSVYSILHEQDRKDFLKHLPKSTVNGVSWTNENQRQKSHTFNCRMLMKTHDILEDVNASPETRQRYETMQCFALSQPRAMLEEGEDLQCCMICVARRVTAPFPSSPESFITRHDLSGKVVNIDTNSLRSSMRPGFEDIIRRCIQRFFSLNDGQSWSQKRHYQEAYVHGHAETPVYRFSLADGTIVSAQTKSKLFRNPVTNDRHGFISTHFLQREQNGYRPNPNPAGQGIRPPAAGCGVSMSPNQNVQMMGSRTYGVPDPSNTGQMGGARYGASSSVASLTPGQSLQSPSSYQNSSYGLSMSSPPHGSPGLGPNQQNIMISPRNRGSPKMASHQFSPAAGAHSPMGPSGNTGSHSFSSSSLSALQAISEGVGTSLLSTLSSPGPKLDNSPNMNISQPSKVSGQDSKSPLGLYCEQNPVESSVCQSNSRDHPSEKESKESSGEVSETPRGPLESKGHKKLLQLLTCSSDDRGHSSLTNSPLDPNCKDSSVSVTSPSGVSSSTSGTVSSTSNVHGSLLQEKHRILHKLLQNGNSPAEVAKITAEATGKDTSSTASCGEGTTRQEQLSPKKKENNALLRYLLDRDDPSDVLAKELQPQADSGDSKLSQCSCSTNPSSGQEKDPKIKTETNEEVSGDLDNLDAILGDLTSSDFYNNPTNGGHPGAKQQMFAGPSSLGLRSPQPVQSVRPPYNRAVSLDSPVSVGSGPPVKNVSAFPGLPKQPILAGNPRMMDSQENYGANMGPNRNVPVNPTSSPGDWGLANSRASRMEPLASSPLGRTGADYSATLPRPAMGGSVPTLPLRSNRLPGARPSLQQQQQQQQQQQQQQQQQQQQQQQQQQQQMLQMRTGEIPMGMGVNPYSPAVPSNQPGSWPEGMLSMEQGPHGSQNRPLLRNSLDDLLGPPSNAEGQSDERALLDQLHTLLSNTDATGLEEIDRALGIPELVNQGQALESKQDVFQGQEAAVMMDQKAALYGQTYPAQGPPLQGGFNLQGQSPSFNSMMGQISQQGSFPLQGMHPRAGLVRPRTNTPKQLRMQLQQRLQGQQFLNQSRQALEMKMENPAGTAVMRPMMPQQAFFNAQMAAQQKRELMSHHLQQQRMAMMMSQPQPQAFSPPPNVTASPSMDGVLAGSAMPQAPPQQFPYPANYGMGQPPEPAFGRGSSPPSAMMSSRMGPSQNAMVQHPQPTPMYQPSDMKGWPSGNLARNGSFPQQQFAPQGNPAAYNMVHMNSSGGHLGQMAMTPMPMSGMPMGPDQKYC
IDE cell activ: activators of human insulin-degrading enzyme in cells; AID 493087; activation, % at 5.96 µM; P14735; HEK cells, FAbeta-B cleavage, fluorescence polarization; 0% vehicle, 100% cell-free pure enzyme wells; 0.073% of 340,000 active;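 active = activation above the mean of all tested compounds plus 3 SD, set per screening campaign, cut at about 17% in these data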
VIM-2 inh: inhibitors of Pseudomonas aeruginosa VIM-2 metallo-beta-lactamase; purified VIM-2, nitrocefin hydrolysis, epi-absorbance fluorescence; inhibition, % at 5.6 µM; 0.89% of 290,000 active; AID 1527;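 active = inhibition above the mean of all tested compounds plus 3 SD, cutoff set per screening run, cut at about 7.5% in these data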;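 note: red hydrolysis product quenches plate fluorescence so inhibitors raise well fluorescence; 0% = enzyme with DMSO and 100% = DMSO without enzyme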
* hit, by the source's call; · = not tested or not shown; & = joins results of further samples.

SMILES | UBC9 SUMO inh | IMP-1 inh | DNA FID counter | PHOSPHO1 block | HCV NS3 hel inh | MEKK3 PB1 HTS | pCIP destab | IDE cell activ | VIM-2 inh
O=C(CCCn1c(=S)[nH]c2cc3c(cc2c1=O)OCO3)N1CCN(c2ccc(F)cc2)CC1 | 9 | -6.6 | -6 | 69* | 5 | 100 | -7 | -7 | -4.8
CCn1nc(C)cc1C(=O)Sc1cccc(Cl)c1 | 17 | -1.4 | -2 | 3 | 5 | 105 | 6 | -3 | -2.6
Cc1cccc(NC(=O)CSc2ccc(-c3ccco3)nn2)c1 | 26 | -3.0 | -9 | -1 | 4 | 129* | -6 | 1 | -4.8
Cn1cc(Br)c(-c2cccc(NC(=O)CCC(=O)O)c2)n1 | -2 | -0.1 | -3 | -23 | 0 | 104 | 1 | -3 | -0.9
CC12CCC(C(=O)N(CC(O)CN3CCCCC3)C1=O)C2(C)C (configuration not stated) | -3 | -2.6 | -3 | 11 | -1 | · | -1 | 3 | -2.7
Nc1ccc(C(=O)OCC(=O)NC2CCS(=O)(=O)C2)cc1[N+](=O)[O-] (configuration not stated) | 16 | -1.5 | 0 | 12 | -3 | 94 | 1 | -3 | -2.8
CN(C)CCNc1nc2sc3c(c2c(=O)n1CCc1ccccc1)CCCCC3 | 9 | 0.2 | 29 | 33 | -59 | 100 | -21 | 0 | 0.0
CCN(CC)c1ccc(/C=N/N2CCN(Cc3ccc(C)cc3C)CC2)c(O)c1 | -2 | 0.1 | 1 | -19 | -4 | 78 | -16 | -7 | -0.5
CC(=O)N(C)c1nnc(-c2ccccn2)s1 | 13 | -4.7 | 3 | -4 | 10 | 110 | -7 | 0 | -1.4
COC(=O)[C@@H]1C[C@H]2CC[C@H](O)C[C@H]2N1Cc1ccc(Cl)cc1 | -27 | · | · | 35 | · | 93 | 4 | 2 | ·
NC(=O)c1sc(-c2ccsc2)cc1NS(=O)(=O)c1ccc(C(F)(F)F)cc1 | 9 | 0.7 | -11 | -1 | -50 | 89 | -2 | · | 0.7
Cc1ccc(S(=O)(=O)N2CCN(C(=O)C3Cc4ccccc4CN3C(=O)c3ccco3)CC2)cc1 (configuration not stated) | 24 | 0.3 | -8 | 41 | -2 | 108 | -17 | 5 | -5.2
CC(Cc1ccccc1)C(=O)NCCO (configuration not stated) | 9 | -0.8 | -2 | 8 | -6 | 99 | 2 | 3 | -1.9
COc1ccc2ccc(=O)oc2c1CC(O)C(C)(C)O (configuration not stated) | 8 | · | · | 36 | · | 105 | -13 | -3 | ·
CCn1c(SCC(=O)NCC2CCCO2)nnc1-c1ccc(Cl)cc1 (configuration not stated) | 20 | -2.6 | -10 | 32 | -39 | 105 | 0 | 6 | -0.1
CN(C)c1ccc(/C=C(\NC(=O)c2ccccc2)C(=O)NCCN2CCOCC2)cc1 | -8 | -4.7 | 1 | -114 | 4 | 96 | -4 | -2 | -3.3
COc1cc(/C=C/c2ccc3c(Br)cc(Br)c(O)c3n2)ccc1O | -34 | -2.7 | -7 | 32 | 24 | 91 | -48 | -9 | -3.1
CCN(CC)c1ncnc2sc(C(=O)N3CCN(c4ccccc4)CC3)c(C)c12 | 0 | 0.1 | -38 | 30 | -3 | 100 | -3 | 1 | 1.4
Cc1cc(F)ccc1NC(=O)c1cc(S(=O)(=O)N2CCOCC2)cn1C | 18 | -1.4 | -4 | -35 | 0 | 98 | -12 | 2 | -1.6
CC(=O)c1ccc(OCC(=O)NCc2ccc(F)cc2)cc1 | 10 | -0.7 | -6 | -1 | 23 | 103 | -3 | 3 | -3.3
O=C(NCCC1=CCCCC1)c1ccc(F)c(S(=O)(=O)N2CCOCC2)c1 | 7 | -3.6 | -5 | 10 | -3 | 96 | -3 | 3 | -2.8
Cc1ccc2nc(-c3ccccc3)c(CN3CCN(c4ccccc4F)CC3)n2c1 | -9 | -0.7 | -5 | 4 | -4 | 95 | -2 | -2 | -1.4
CCN(CC(=O)Nc1ccc(OC(F)F)cc1)C1CCCCC1 | -13 | 0.8 | 4 | 22 | 5 | 99 | -2 | 5 | -0.8
O=C(NCc1ccc(Cl)cc1)C(=O)NCC1OCCN1C(=O)c1ccc(Cl)cc1 (configuration not stated) | 6 | -3.1 | -28 | -4 | 5 | 102 | -3 | 4 | -1.9
CCCCNC(=O)C(c1ccc(OCC(=O)OC)c(C(=O)OC)c1)N(CCc1c[nH]c2ccccc12)C(=O)CCCCCN1C(=O)NC(c2ccc(-c3ccccc3)cc2)C(C(=O)OCc2ccccc2)=C1C (configuration not stated) | 6 | · | · | 35 | · | 66 | 0 | · | ·
Next entries.
SMILES | UBC9 SUMO inh | IMP-1 inh | DNA FID counter | PHOSPHO1 block | HCV NS3 hel inh | MEKK3 PB1 HTS | pCIP destab | IDE cell activ | VIM-2 inh
Fc1c(F)c(-n2nnc3ccccc32)c(F)c(F)c1Cl | 25 | -1.6 | -3 | 7 | -3 | 96 | -2 | 1 | -2.6
COc1ccc([N+](=O)[O-])cc1NC(=O)CSc1nc(C)cc(C)n1 | 0 | -1.8 | -2 | 2 | 0 | 108 | -11 | -2 | -1.3
CC(=O)/C=C\c1ccccc1OC(=O)c1cc2ccccc2oc1=O | 12 | -1.1 | -13 | -23 | 0 | 98 | 3 | 3 | 1.1
O=C(Nc1ccon1)c1ccccc1Cl | 13 | -3.0 | 2 | 5 | 1 | 96 | -3 | 2 | -4.2
COc1ccc(NC(=O)c2cccc(Cn3cc(Br)cn3)c2)cn1 | -1 | -4.1 | -15 | 18 | 6 | 106 | -5 | 6 | -1.6
COC(=O)[C@H]1C[C@@H]1[C@H](NC(=O)OCc1ccccc1)c1ccccc1 | 8 | -1.6 | -23 | 8 | -6 | 77 | -2 | 3 | -1.6
O=C(Nc1cccnc1)c1cc2cc(Br)ccc2oc1=O | 60 | -0.4 | 2 | 25 | -2 | 90 | 0 | 0 | -1.1
CCOC(=O)c1c(NC(=O)CSc2nnnn2C)sc(CC)c1C | -11 | -2.1 | -10 | -4 | 5 | 106 | -2 | 2 | -2.3
CC(=O)c1c(C)[nH]c(C(=O)OCC(=O)Nc2cccc(S(=O)(=O)N3CCCC3)c2)c1C | -5 | -2.7 | -13 | -5 | -17 | 99 | -3 | 9 | -2.2
CCOC(=O)c1c(-c2ccccc2)csc1NC(=O)C1CCCO1 (configuration not stated) | 8 | -1.0 | -6 | 72* | -1 | 104 | -8 | -6 | 0.8
COc1ccc(/C=N/NC(=O)C(=O)N2CCCC2)cc1OC | 14 | -3.3 | -2 | -35 | 10 | 106 | -12 | 3 | -0.8
CCNC(=S)N/N=C(\C)c1cccc([N+](=O)[O-])c1 | 0 | -2.5 | 0 | 0 | 6 | 100 | 0 | 1 | -4.1
CCOCCCNC(=O)c1ccc2c(c1)N=C(CC)c1cc(Br)ccc1S2 | 8 | -2.1 | -37 | -29 | -5 | 97 | -17 | 1 | -3.3
C[C@]12CCC(=O)C=C1CC[C@@H]1[C@@H]2[C@@H](O)C[C@@]2(C)[C@H]1CC[C@]2(O)C(=O)CO | -9 | -3.2 | -9 | 4 | 0 | 90 | 2 | 1&-2 | -1.7
COCCCN1C(=O)c2ccc(C(=O)OCC(=O)NCc3ccccc3OC)cc2C1=O | 2 | -1.9 | -28 | 33 | -4 | 99 | -12 | -1 | -2.0
COC(=O)/C(C#N)=C/c1c(Oc2cccc(C)c2)nc2ccccn2c1=O | 14 | -4.7 | -8 | 28 | 1 | 104 | 5 | -3 | -3.9
O=C(O)C1CCN(C(=O)COc2ccc3c(c2)oc(=O)c2ccccc23)CC1 | 20 | -3.2 | -20 | 23 | -7 | 99 | 2 | 2 | -0.4
COC(=O)c1[nH]c2ccc(Cl)cc2c1NC(=O)CCN1CCOCC1 | 23 | -0.7 | 4 | 10 | -2 | · | 10 | 1 | 0.2
Cc1ccc(C(=O)N(CN2CCCC2=O)c2ccccc2)cc1 | -1 | -1.0 | -11 | 48 | 0 | 84 | 4 | 4 | 0.1
Cc1oc(-c2cc(Cl)cc(Cl)c2)cc1C(=O)NCCc1ccccc1 | -20 | -2.8 | -1 | 13 | -2 | 100 | 4 | 4 | -2.1
CC(=O)c1ccc(N2CCN(C(=O)/C=C/c3ccc4ccccc4n3)CC2)cc1 | 43 | -2.0 | -11 | -13 | 2 | 100 | -8 | 0 | -0.8
CCCn1c(C(O)c2cccc(OC)c2)nc2ccccc21 (configuration not stated) | -1 | -3.1 | -18 | 50 | 42* | 103 | -3 | 3 | -2.9
C/C(=N\NC(=O)CCc1ccc(S(=O)(=O)N2CCOCC2)cc1)c1ccccc1Cl | 11 | 0.1 | -26 | 32 | 0 | 92 | 11 | 3 | -2.5
CCC(C)(C)NC(=O)CN(Cc1ccc2c(c1)OCO2)C(=O)CCC(=O)Nc1ccccn1 | 6 | -1.7 | -33 | -8 | -3 | 103 | 6 | 2 | -1.7
COc1cc(CCC(=O)OCC(=O)Nc2ccc(F)cc2F)cc(OC)c1OC | 1 | -2.0 | -20 | 13 | -1 | 100 | -22 | 5 | -2.2
(cont.)
SMILES | UBC9 SUMO inh | IMP-1 inh | DNA FID counter | PHOSPHO1 block | HCV NS3 hel inh | MEKK3 PB1 HTS | pCIP destab | IDE cell activ | VIM-2 inh
O=C(CC1(O)C(=O)Nc2ccccc21)c1ccc(-n2cnnn2)cc1 (configuration not stated) | -2 | -1.0 | -1 | 0 | -6 | 107 | 6 | 0 | -0.2
O=C1c2ccccc2C(Nc2ccc3c(c2)OCO3)N1Cc1ccc2c(c1)OCO2 (configuration not stated) | -11 | -4.6 | -15 | -12 | 9 | 99 | -12 | 2 | -2.7
NC(=S)Nc1cccc2[nH]ccc12 | 5 | 1.9 | 10 | 57 | -5 | 99 | -2 | 1 | 1.1
COCC(CN1CCN(C2=NS(=O)(=O)c3ccccc32)CC1)OC(=O)c1ccc(OC)cc1 (configuration not stated) | -17 | -3.4 | -26 | 19 | 4 | 104 | 6 | 4 | 0.5
COc1cc(OC)c(C2=NOC(C(=O)Nc3cc(C)nn3-c3ccccc3)C2)cc1Cl (configuration not stated) | 8 | -3.3 | -27 | 11 | -7 | 103 | -5 | 4 | -2.1
COCCNCC(=O)Nc1ccccc1Sc1ccccc1 | 5 | -2.3 | 4 | -6 | -6 | 98 | -3 | -3 | -2.2
Cc1cc(C)cc(NC(=S)/C(=C(\[O-])c2ccc(Cl)cc2Cl)[n+]2ccc(C(C)(C)C)cc2)c1 | -3 | -2.5 | -1 | 25 | 10 | 106 | -18 | 0 | -4.4

Only IMP-1 inh and MEKK3 PB1 HTS (4 entries from above):
Compound	IMP-1 inh	MEKK3 PB1 HTS
Cc1oc(-c2cc(Cl)cc(Cl)c2)cc1C(=O)NCCc1ccccc1	-2.8	100
CC(=O)c1ccc(N2CCN(C(=O)/C=C/c3ccc4ccccc4n3)CC2)cc1	-2.0	100
CCCn1c(C(O)c2cccc(OC)c2)nc2ccccc21 (configuration not stated)	-3.1	103
C/C(=N\NC(=O)CCc1ccc(S(=O)(=O)N2CCOCC2)cc1)c1ccccc1Cl	0.1	92

A portion of the library; count on the stated rates, not on these rows.
